Screens deposited in PubChem by National Center for Advancing Translational Sciences (NCATS).
Mm-Cpn inhibitor = inhibitors of Methanococcus maripaludis chaperonin (MmCpn); 330,000 compounds, 0.031% hits; purified Mm-Cpn ATPase, ADP Transcreener TR-FRET; Potency, µM (doses to about 76.9 µM), for the others: at the highest dose activity, negative = inhibition, actives largely listed as inhibitors; further: potency means the concentration at half of the fitted maximal effect; on the % scale 0 is the no-effect control and ±100 the full control effect; nearly all actives have a fitted effect of over 80% in size
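Inhibition of chaperonin ATP hydrolysis is measured as reduced ADP production, detected by competitive TR-FRET in which signal falls with ADP. Final enzyme 25 nM and ATP 10 uM, reacted 30 min at 37°C.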
TGFb SMAD3 inh = inhibitors of TGF-b signaling | HepG2 CAGA-GFP TGF-b/SMAD3 reporter, GFP fluorescence, 18 h; TGF-beta stimulated, 500 pg/mL final | Potency, µM (titrated, usually from 46.1 µM), inactives show top-dose activity, negative = inhibition, usual class: inhibitors | 410,000 compounds, 1.2% hits; further: potency means the concentration at half of the fitted maximal effect; on the % scale 0 is the no-effect control and ±100 the full control effect; nearly all actives have a fitted effect of over 65% in size
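Cell-based qHTS in HEPG2 carrying a CAGA-GFP Smad reporter; compounds added before 500 pg/mL final TGF-beta, 18 h incubation at 37 degrees C, GFP fluorescence quantified per cell by imaging cytometry.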
A549 tox = A549 cytotoxicity, counter-screen for Nrf2 inhibitors; 390,000 compounds, 0.16% hits; A549 ARE-Fluc cells, CellTiter-Fluor viability, 18-24 h; Potency, µM (series often up to 46 µM), without a hit: at the top dose activity change, negative = cytotoxicity, most hits filed as inhibitors; further: potency means the concentration at half of the fitted maximal effect; on the % scale 0 is the no-effect control and ±100 the full control effect
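A549 ARE-Fluc cells in 5% FBS OPTI-MEM, 5000 cells/well, rested 2 h then exposed to compounds in concentration-response for 18-24 h at 37 °C. Viability by CellTiter-Fluor fluorescence (Ex 405/Em 525) after 30 min; luciferase luminescence (BugLite, 15 min, RT) read afterwards.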
Akt phos inh = inhibitors of Akt phosphorylation; AID 651550; activity change, % for hits at 50 µM; 360,000 compounds, 0.32% hits; Neuro2A IGF-stimulated pAkt S473 HTRF, 20 min; hits give low values; in the data active means activity change below about -80%; inconclusive means mostly about -51% to -80%; further: on the % scale 0 is the no-effect control and ±100 the full control effect
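Neuro2A cells (4,500/well, DMEM with 0.5% FBS) were treated with compound at a single 50 µM final concentration, stimulated with 6 nM IGF for 20 min at 37 °C, and lysed. Phospho-Akt Ser473 was read by HTRF as 665/615 ratio ×10^4.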
Nrf2 block = blocks Nrf2 signaling. A549 ARE-Fluc reporter, luciferase luminescence, 18-24 h. Potency, µM (highest dose often 46 µM), inactives show at the top dose activity change, negative = inhibition, actives largely listed as inhibitors. 360,000 compounds, 2.1% hits; further: potency means the concentration at half of the fitted maximal effect; on the % scale 0 is the no-effect control and ±100 the full control effect; nearly all actives have a fitted effect of over 60% in size
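In this cell-based qHTS, ARE-driven firefly luciferase in A549 cells reports Nrf2 activity; the luminescent signal after BugLite lysis is the measured value, with a prior CellTiter-Fluor read for cell health.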
CCT modulator = modulators of cytosolic chaperonin (CCT/TRiC) activity. purified chaperonin ATPase assay, HTRF ADP detection, 30 min. activity change, % (no concentration beside the values), hits read low. 360,000 compounds, 0.3% hits. AID 651819; in the data active means activity change below about -30%; further: on the % scale 0 is the no-effect control and ±100 the full control effect
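TRiC at 40 or 20 nM final (batch-dependent) in 30 mM Tris pH 7.4, 100 mM KCl, 5 mM MgCl2, 1 mM DTT, with compound at single 76 uM and 10 uM ATP, 30 min at 37 deg C. ADP detected by HTRF Transcreener, 665/615 ratio.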
ATXN viability = reduces viability in counter-screen for ATXN expression inhibitors | S2 cells (HEK-293 line with an ATXN2-luciferase reporter) viability, CellTiter-Fluor protease fluorescence, 24 h | Potency, µM (top dose mostly 56.7 µM), usual class: cytotoxic | 400,000 compounds, 0.49% hits | AID 651635; further: potency means the concentration at half of the fitted maximal effect; nearly all actives have a fitted effect of over 40% in size
HepG2 viability = counter-screen for TGF-b inhibitors: cytotoxicity in HepG2 cells; HepG2 CAGA-GFP viability, ATP luminescence, 18 h; Potency, µM (titrated, usually from 46.1 µM), inactives show at the highest dose activity change, negative = cytotoxicity, hits mostly cytotoxic; 410,000 compounds, 0.76% hits; AID 588856; further: potency means the concentration at half of the fitted maximal effect; some results filed as inactive show a strong effect at the top dose
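HepG2 CAGA-GFP cells (1000/well, DMEM with 1% FBS) received compound, then TGF-beta at 500 pg/mL final, and were incubated 18 hours at 37 degrees C. Viability was read by CellTiter-Glo luminescence. Media-only wells were set as complete cell-killing and DMSO as no toxicity.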
Nrf2 activator = Nrf2 pathway activation. 410,000 compounds, 0.31% hits. Potency, µM (series often up to 46.1 µM), for inactives: at the top dose activation, hits mostly activators. AREc32 ARE-luciferase reporter (MCF7-derived line), luminescence, 24 h; further: potency means the concentration at half of the fitted maximal effect; % of control where 0% means no effect; nearly all actives have a fitted effect of over 65% in size
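Luciferase luminescence (Steady-Glo, 30 min at room temperature) served as the read-out of ARE activation in AREc32 cells treated with compounds for 24 hr at 37 deg C.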
The depositor's hits bear a star; i = inactive; u = inconclusive; x = no result given; & = joins results of further samples; [ ] = dose if it differs, or a comment. Unless noted, the call rests on the fitted dose curve; in most records, active means well fitted curve in the direction sought with a large enough effect; inconclusive means small, poorly fitted or top-dose-only effect, or another doubt; inactive means no such curve, though single readings can be large; an effect the other way counts as inactive or inconclusive. Rows were taken by chance; any-hit rate near 4.4%.

SMILES	Mm-Cpn inhibitor	TGFb SMAD3 inh	A549 tox	Akt phos inh	Nrf2 block	CCT modulator	ATXN viability	HepG2 viability	Nrf2 activator
CCOC(=O)N1CCC(NC(=O)c2ccc3c(c2)N(CC)CCS3)CC1	x	-4%	5%	i	u	-2.3	i	-25%	5.3%
COc1cc2c(cc1OC)C(=O)NCC(C)(C)O2	0%	7%	-13%	i	-1%	-14	i	5%	-1.0%
Cc1nn(Cc2cccc(C(=O)Nc3ccn(Cc4c(F)c(F)cc(F)c4F)n3)c2)c(C)c1[N+](=O)[O-]	0%	u	-20%	x	x	2.0	i	-28%	-0.6%
O=C(Cn1cc2c(n1)CCCCC2)NC1CCN(Cc2ccccc2)CC1	-2%	-1%	-1%	i	-29%	-2.5	i	-20%	-0.9%
Cc1ccccc1Nc1nnc(SCC(=O)NC(=O)NCc2ccco2)s1	-10%	-7%	-9%	i	2%	-2.6	u	-9%	2.7%
CCOc1ccccc1NC(=O)C1CCCN(c2c(CC)c(C)nc3ncnn23)C1 (centres undefined)	2%	-15%	-5%	i	u	-0.2	i	-1%	-0.3%
Cc1cccc(OCCNC(=S)NC(=O)c2cncc(Br)c2)c1	-2%	-2%	1%	i	5%	-0.7	i	1%	-0.7%
Cn1nccc1-c1ccc(C(=O)NCc2ccco2)c2occc12	x	34%[activator]	x	i	x	-0.2	i	-20%	22%
CCSc1nc2cc(OC)c(OC)cc2c(=O)n1CC	0%	-2%	-10%	i	-12%	1.8	i	12%	1.7%
CCc1ccccc1NC(=O)C1CCN(S(=O)(=O)c2ccc3[nH]c(=O)ccc3c2)CC1	x	-4%	-2%	x	x	x	i	-11%	2.5%
Cc1c[n+](CC(=O)c2ccccc2)c(C)cn1	-2%	1%	4%	i	4%	-1.1	i	1%	-0.5%
Cc1ccc2c(C)c(C(=O)N3CCN(c4ccncc4)CC3)oc2c1C	x	-4%	u	i	u	-1.8	i	-20%	0.4%
Cc1cccc(-n2c(=O)c(C#N)cc3c(=O)n4ccccc4nc32)c1	-1%	3%	u	i	-2%	-0.8	x	-1%	0.1%
CCc1ccc(C(=O)COC(=O)C2=NN(c3ccccc3)C(=O)CC2)cc1	1%	-15%	0%	i	1%	1.8	i	4%	-0.1%
CCOc1ccc(S(=O)(=O)N2CCC(C(=O)Nc3cc(S(C)(=O)=O)ccc3Cl)CC2)cc1	-6%	-29%	8%	i	-15%	-1.4	i	-19%	-0.9%
CCOc1cc(N2CCOCC2)c(OCC)cc1NC(=O)c1ccccc1C	0%	12%	-1%	i	-12%	1.2	i	17%	0.2%
Cc1nn(C)c(C)c1S(=O)(=O)NCc1cccs1	0%	9%	7%	i	19%	1.3	i	9%	0.0%
COc1ccc2cc3cc(C(=O)NCC4CCCO4)oc3nc2c1 (centres undefined)	-6%	-5%	-11%	i	-10%	-0.6	i	-6%	0.5%
CCOC(=O)c1c(C)[nH]c(C(=O)COC(=O)CCC2CCCC2)c1C	-1%	-4%	-16%	i	-8%	-1.0	i	-14%	-0.1%
COc1ccc(CNC(=O)C(=O)NCC2CCCN2S(=O)(=O)c2cccs2)cc1 (centres undefined)	-1%	0%	6%	i	-8%	-0.2	i	-19%	0.2%
COc1ccc(S(=O)(=O)N2CCN(Cc3cccc(Cl)c3)CC2)cc1	0%	u	1%	x	-13%	-4.2	i	-15%	9.5%
CC(NS(=O)(=O)c1cccc(Cl)c1)C(=O)N(C)C1CCN(C)CC1 (centres undefined)	1%	-10%	2%	i	3%	-1.2	i	-17%	-0.4%
Cc1cc(C)n(-c2nc3c(c(=O)[nH]c(=O)n3C)n2CC(O)COc2ccccc2C)n1 (centres undefined)	-3%	-1%	x	i	u	0.3	i	-15%	0.0%
CCOc1ccc(C(=O)Nc2ccc(C(=O)OCc3cc(=O)n4ccsc4n3)cc2)cc1	x	1%	0%	x	x	x	i	7%	0.3%
O=C1c2oc3ccc(F)cc3c(=O)c2C(c2ccc(F)cc2)N1CCCN1CCOCC1 (centres undefined)	x	-8%	-6%	i	-2%	-1.5	i	-12%	1.1%
CCN(CC(=O)Nc1c(F)cccc1F)C(=O)c1cc(C)nc2ccccc12	-1%	0%	-6%	i	12%	-0.9	i	-4%	2.5%
Cc1ccc(S(=O)(=O)N2CCC(=O)N(CCOCc3ccccc3C)CC2)cc1	2%	u	-3%	i	-3%	-0.1	i	-2%	0.5%
CCOC(=O)c1cccc(C2=CC(=O)C[C@H](c3ccc(Cl)cc3)C2)c1	0%	-10%	-1%	i	3%	0.7	u	-11%	6.6%
NCCOc1cnn(-c2ccccc2Cl)c(=O)c1Cl	-3%	-8%	-1%	i	-9%	-3.2	i	-1%	0.0%
COc1ccccc1C1(CC(=O)N2CCOCC2)CCOC(C(C)C)C1 (centres undefined)	1%	6%	3%	i	6%	0.6	i	4%	0.3%
Brc1cccc(Cn2c(-c3cncs3)nc3ccccc32)c1	-2%	u	-6%	i	7%	-0.5	i	-25%	0.5%
COc1ccc(C2CC(c3ccccc3O)=NN2c2ccccc2)cc1 (centres undefined)	x	11%	1%	i	2%	0.4	i	-9%	-0.1%
CC(C)c1c(C(=O)N/N=C/c2ccco2)nnn1-c1nonc1N	0%	0%	-9%	x	2%	-0.4	x	-25%	7.5%
O=C(CCCN=C1NS(=O)(=O)c2ccccc21)OCc1cc([N+](=O)[O-])cc2c1OCOC2	4%	24%	1%	i	5%	0.3	u	16%	-0.6%
COc1c(N2CCN(C(=S)NCc3ccccc3)C(C)C2)c(F)cc2c(=O)c(C(=O)O)cn(C3CC3)c12 (centres undefined)	0%	u	u	i	23µM*	-2.6	i	-7%	-0.1%
COc1ccc(-c2ccc(=O)n(CC(=O)Nc3ccc(Br)cc3F)n2)cc1	x	13%	-1%	x	x	x	i	3%	0.8%
COc1ccccc1N(CC(=O)NC(C)(C)C)C(=O)Cn1nnc(-c2ccc(C)o2)n1	0%	-1%	-1%	x	x	-2.4	i	6%	-0.4%
CC/C(=N\Nc1ccnc2cc(Cl)ccc12)c1ccc(O)cc1	-1%	-7%	-3%	i	-7%	2.0	u	-13%	0.1%
CC1CN(c2ccc(S(=O)(=O)N3CCOCC3)cn2)CC(C)O1 (centres undefined)	0%	3%	5%	i	16%	0.6	i	1%	0.2%
CCOc1cc(/C=N/NC(=O)c2ccc(N(C)S(=O)(=O)c3ccccc3)cc2)ccc1OC	-6%	21%	2%	i	-3%	-2.2	i	2%	2.0%
CC/C(=N\NC(=O)CSCc1ccc(Cl)cc1)c1ccc2c(c1)OCCO2	0%	-13%	-1%	i	u	-4.2	i	-2%	-0.3%
NC(=O)CCC1NC(=S)N(Cc2ccccc2)C1=O (centres undefined)	6%	-1%	-4%	i	1%	-3.5	i	2%	0.1%
CCC(=O)N1CCc2cc(Br)cc(S(=O)(=O)N3CCC(C(=O)NC(C)(C)C)CC3)c21	0%	6%&-2%	1%&0%	i	-4%&-5%	-1.1	i	-23%&2%	-0.6%&-0.5%
COc1ccc(CN(C)C(=O)c2cc(-c3ccc(C)cc3C)nc3ccccc23)c(OC)c1OC	-1%	-8%	-14%	i	u	-3.9	u	-14%	0.4%
OC(C#CCCN1CCCCC1)(c1ccccc1)c1ccccc1	0%	-10%	2%	i	1%	-1.5	i	-31%	0.3%

Part of the list above in order of length of the SMILES, smallest number first.
SMILES	Mm-Cpn inhibitor	TGFb SMAD3 inh	A549 tox	Akt phos inh	Nrf2 block	CCT modulator	ATXN viability	HepG2 viability	Nrf2 activator
CC/C(=N\Nc1ccnc2cc(Cl)ccc12)c1ccc(O)cc1	-1%	-7%	-3%	i	-7%	2.0	u	-13%	0.1%
COc1ccc(-c2ccc(=O)n(CC(=O)Nc3ccc(Br)cc3F)n2)cc1	x	13%	-1%	x	x	x	i	3%	0.8%
CCC(=O)N1CCc2cc(Br)cc(S(=O)(=O)N3CCC(C(=O)NC(C)(C)C)CC3)c21	0%	6%&-2%	1%&0%	i	-4%&-5%	-1.1	i	-23%&2%	-0.6%&-0.5%

Remaining list, next part:
SMILES	Mm-Cpn inhibitor	TGFb SMAD3 inh	A549 tox	Akt phos inh	Nrf2 block	CCT modulator	ATXN viability	HepG2 viability	Nrf2 activator
Cc1c2cn[nH]c(=O)c2c(C)n1-c1ccccc1	0%	0%	2%	i	-27%	-2.0	i	4%	-0.1%
COC(=O)c1ccc(N2CCC(C)CC2)c(N)c1	0%	15%	-8%	i	12%	0.3	i	0%	2.0%
COc1cc(C(=S)N2CCC(Cc3ccccc3)CC2)ccc1OCC(N)=O	0%	u	-4%	i	-13%	-0.1	i	-1%	0.2%
c1ccc(-c2cc(-c3ccncc3)nc3ccc4ccccc4c23)cc1	1%	5%	-16%	i	u	-1.4	u	-15%	-1.0%
Cc1cccc(NC(=O)CSc2nncn2C)c1	x	36%	1%	x	9%	x	i	-3%	-0.1%
Cc1cccc2cc(CN(Cc3cccs3)Cc3nnnn3Cc3ccccc3)c(=O)[nH]c12	0%	u	-6%	i	u	-2.7	u	-2%	4.2%
CSCC[C@H](NC(=O)C1CCC(CNC(=O)[C@@H]2CCCN2C(=O)OC(C)(C)C)CC1)C(=O)O (some centres undefined)	2%	-9%	4%	i	-2%	-0.3	i	-20%	-0.4%
COc1ccc(S(=O)(=O)Nc2ccc3c(c2)CC(=O)N([C@H](C)CO)C[C@H](C)[C@H](CN(C)C(=O)Nc2ccc4c(c2)OCO4)O3)cc1	2%	0%	-7%	i	3%	-0.4	i	-3%	0.7%
Cc1ccc(Cl)cc1N1CCN(C(=O)Cn2ccc3ccccc3c2=O)CC1	0%	-25%	0%	i	u	0.0	i	-14%	-1.4%
